PhoP inhibition: PhoP-dependent GFP reporter repression – Salmonella Typhimurium, primary screen (AID 1863). S. Typhimurium PhoP-regulated promoter GFP reporter, 4 h; higher % means a stronger effect. inhibition, % at 50 µM, or IC50 in µM where a hit was titrated. 300,000 compounds, 0.16% hits;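 active = inhibition over 29.93%, a cutoff 3 SD above the screen mean, later confirmed by dose response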;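 note: 0% = low Mg2+ inducing control and 100% = high Mg2+ repressing control; strong numbers were not always called active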
XIAP antagonists: XIAP antagonists, biochemical, IAP family, fluorescence polarization (AID 1018); XIAP BIR domain, fluorescence polarization peptide displacement; higher % means a stronger effect; displacement, % at 20 µM; hits with a dose series show IC50 in µM; 200,000 compounds, 0.007% hits; in the data active = displacement above about 50%; note: a part of the inactive calls stands beside numbers as strong as those of hits
PMI inhibitors: inhibitors of human PMI, primary screen, biochemical, fluorescence intensity, coupled assay (AID 1209); purified PMI enzyme, coupled fluorescence intensity; higher % means a stronger effect; one-dose inhibition, % at 20 µM; IC50 in µM for titrated hits; 190,000 compounds, 0.42% hits;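 note: plate controls were DMSO vehicle for no effect and wells lacking substrate for full effect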
human PMI inhibitors: human PMI inhibitors, high substrate, primary screen, biochemical, fluorescence intensity, high mannose 6-phosphate (AID 1220) | recombinant PMI enzyme, coupled fluorescence intensity; higher % means a stronger effect | inhibition, % at 20 µM, or IC50 in µM where a hit was titrated | 190,000 compounds, 0.66% hits
Myeloid diff 2: promotes myeloid progenitor differentiation | ER-HoxA9 myeloid progenitors, lysozyme-GFP differentiation, flow cytometry | calls only at 10 µM | 360,000 compounds, 1% hits | AID 624256;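 active = normalized GFP-positive differentiation at or above the plate's own cutoff, the solvent-only control mean plus 3 SD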;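 note: cells exposed to compound for four days before flow analysis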
RSV antiviral HEp-2: RSV antiviral activity via CPE protection, HEp-2 cells, primary 10 µM value included (AID 2391). one-dose CPE inhibition, % at 10 µM; IC50 in µM for titrated hits. 310,000 compounds, 0.13% hits. HEp-2 cells, RSV-induced CPE inhibition; higher % means a stronger effect; in the data active = a potency from the dose series; note: strong numbers were not always called active
TNAP activation fold: human TNAP enzyme activators, primary screen, biochemical, luminescent, no phosphate acceptor, uHTS (AID 1001) | 200,000 compounds, 0.03% hits | activation fold at 20 µM, or EC50 in µM where a hit was titrated | purified TNAP, luminescent activation assay, no phosphate acceptor; higher activation fold means a stronger effect; in the data active = activation fold from about 3, or a potency from the dose series; inactive = the rest, 99 in 100 with activation fold below about 1.6; note: many of its hits are not listed in these tables
SIAH1 antagonists: blockers of Siah-1 interaction with plectin peptide – biochemical, fluorescence polarization, rhodamine-plectin, uHTS, primary screen (AID 1817); 290,000 compounds, 0.02% hits; displacement, % at 20 µM; hits with a dose series show IC50 in µM; Siah-1 / rhodamine-plectin peptide fluorescence polarization; higher % means a stronger effect;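 active = displacement of at least 50% at 20 µM, with a fluorescence ratio check between 0.3 and a set limit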;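 note: plate controls were Siah plus tracer with DMSO for no effect and tracer alone without Siah for full effect; strong numbers were not always called active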
WT yeast gro inh: growth inhibition of WT yeast, mitochondrial fusion screen. inhibition, % at 10 µM. mitochondrial fusion phenotypic screen, WT strain. 190,000 compounds, 2.1% hits; in the data active = inhibition above about 58%; tested in S. cerevisiae
WT yeast gro inh mutant strain: recorded beside WT yeast gro inh, whose call it bears; inhibition, %; mitochondrial fusion phenotypic screen, mutant strain inhibition
Myeloid diff 2 GFP+ MAC1+ %: recorded beside Myeloid diff 2, whose call it bears; GFP+ MAC1+ double positive, %; measured here: differentiation confirmed by MAC1 staining
The depositor's hits bear a star; i = inactive; / = no result given. Cut-off read from the data, not from the text of the source, unless noted: active = inhibition above about 50%; inactive = the rest.

SMILES	PhoP inhibition	XIAP antagonists	PMI inhibitors	human PMI inhibitors	Myeloid diff 2	Myeloid diff 2 GFP+ MAC1+ %	RSV antiviral HEp-2	TNAP activation fold	SIAH1 antagonists	WT yeast gro inh	WT yeast gro inh mutant strain
CCOC(=O)c1c(/N=C/c2c(O)n(-c3ccc(F)cc3)c(=S)[nH]c2=O)sc2c1CCCC2	-6%	-3.7%	-13%	-37%	i	0.6	1.2%	1	3%	-5	-1
COc1ccc(O)c2c(=O)c3c(OC)cc4c(c3oc12)C1C=COC1O4 (stereo unspecified)	0%	/	/	/	i	2.4	-0.7%	/	-6%	/	/
O=C(c1cccn2c(=O)c3ccc(Cl)cc3nc12)N1CCC2(CC1)OCCO2	-5%	-6.0%	11%	13%	i	5.6	/	1.2	1%	-28	-8
CN1CCN(c2ccc(C(N)=O)cc2[N+](=O)[O-])CC1	8%	-1.6%	-9%	-5%	i	0.7	-0.2%	1	0%	9	21
O=c1[nH]c(=S)n(Cc2ccc(F)cc2)c(O)c1/C=N/N1CCCCCC1	-6%	-3.8%	-10%	-13%	i	0.4	0.7%	1.7	4%	14	-5
COC(=O)C1=CO[C@@H](C)[C@@H]2CN3CC[C@@]4(C(=O)Nc5ccccc54)[C@@H]3C[C@H]12	16%	-3.0%	5%	9%	i	0.8	0.6%	1.1	-4%	18	-5
O=C(N[C@H]1CP(=O)(Oc2ccccc2)O[C@H](COCc2ccccc2)[C@H]1O)C(Cl)(Cl)Cl (stereo partly specified)	-3%	/	/	/	i	1.8	1.9%	/	-1%	/	/
CCN(CC)CCN=Cc1c(O)n(Cc2ccco2)c(=O)[nH]c1=O	-10%	/	/	/	i	1.0	1.5%	/	-1%	/	/
Oc1ccccc1/C=N/NP(=S)(c1ccccc1)c1ccccc1	1%	-8.2%	7%	10%	i	0.9	15%	1.1	-1%	45	24
COc1cccc(C(=O)C2CCCN(C3CCOCC3)C2)c1 (stereo unspecified)	4%	-7.3%	3%	2%	i	0.0	0.0%	1.1	1%	-15	15
O=C(Nc1ccccc1)c1cccn(Cc2ccccc2)c1=O	-4%	-4.4%	4%	1%	i	0.3	-0.7%	1	-5%	17	7
CC(=NCCN1CCOCC1)c1c(O)n(-c2ccccc2C)c(=O)[nH]c1=O	-12%	5.3%	-10%	-27%	i	0.6	2.2%	1.1	4%	2	3
CC1(C)CSC(=NCc2ccccc2)N1	-3%	-6.7%	-6%	-11%	i	0.2	-1.6%	1.1	6%	-8	22
O=C(CNC(=O)c1ccc(Br)cc1)Nc1ccc(Br)cc1C(=O)c1ccccc1	-12%	-0.1%	13%	5%	i	0.4	4.3%	1	6%	16	6
O=C(NCC(c1cccnc1)N1CCN(c2ccccc2)CC1)Oc1ccccc1 (stereo unspecified)	4%	-3.1%	10%	14%	i	1.9	1.3%	1.1	-3%	-10	-4
CN1C2CCC1CC(OC(=O)c1ccc(Cl)cc1)C2 (stereo unspecified)	-12%	-5.4%	6%	2%	i	0.3	-0.7%	1.1	-1%	-5	15
O=C(O)CSC(=S)N1CC2CC(C1)c1cccc(=O)n1C2 (stereo unspecified)	-2%	-4.8%	-6%	-7%	i	0.6	3.5%	1	2%	-14	-17
CCc1ccc(CN2CCN(Cc3ccc(SC)cc3)CC2)cc1	7%	-14%	-14%	-20%	i	0.3	-1.4%	1	6%	48	43
CCOC(=O)c1c(-n2c(C)cc(C=C3C(=O)NC(=S)NC3=O)c2C)sc2c1CCCC2	0%	-3.8%	-46%	-84%	i	3.5	-2.3%	0.9	2%	78*	23*
CC(NCc1cccc(Cl)c1Cl)C(O)c1ccccc1 (stereo unspecified)	12%	-1.4%	6%	-2%	i	0.2	2.6%	1	15%	-5	5
Cc1ccccc1N1CCN(C2CCCN(C(=O)Cc3c(C)noc3C)C2)CC1 (stereo unspecified)	-8%	/	/	/	i	5.8	0.4%	/	0%	/	/
CC(=Nc1ccc(F)cc1)c1c(O)n(C)c(=O)[nH]c1=O	-4%	/	/	/	i	0.5	9.7%	/	2%	/	/
COc1cccc(CNCCc2ccc3c(c2)OCO3)c1OC	2%	/	/	/	i	0.1	0.4%	/	4%	/	/
O=[N+]([O-])c1ccccc1CN1CC=C(c2ccc(F)cc2)CC1	-2%	/	/	/	i	0.9	11%	/	-4%	/	/

Nothing new here: an excerpt of the list.
SMILES	PhoP inhibition	XIAP antagonists	PMI inhibitors	human PMI inhibitors	Myeloid diff 2	Myeloid diff 2 GFP+ MAC1+ %	RSV antiviral HEp-2	TNAP activation fold	SIAH1 antagonists	WT yeast gro inh	WT yeast gro inh mutant strain
CC(=NCCN1CCOCC1)c1c(O)n(-c2ccccc2C)c(=O)[nH]c1=O	-12%	5.3%	-10%	-27%	i	0.6	2.2%	1.1	4%	2	3
CC1(C)CSC(=NCc2ccccc2)N1	-3%	-6.7%	-6%	-11%	i	0.2	-1.6%	1.1	6%	-8	22
O=C(CNC(=O)c1ccc(Br)cc1)Nc1ccc(Br)cc1C(=O)c1ccccc1	-12%	-0.1%	13%	5%	i	0.4	4.3%	1	6%	16	6
O=C(NCC(c1cccnc1)N1CCN(c2ccccc2)CC1)Oc1ccccc1 (stereo unspecified)	4%	-3.1%	10%	14%	i	1.9	1.3%	1.1	-3%	-10	-4
CN1C2CCC1CC(OC(=O)c1ccc(Cl)cc1)C2 (stereo unspecified)	-12%	-5.4%	6%	2%	i	0.3	-0.7%	1.1	-1%	-5	15
O=C(O)CSC(=S)N1CC2CC(C1)c1cccc(=O)n1C2 (stereo unspecified)	-2%	-4.8%	-6%	-7%	i	0.6	3.5%	1	2%	-14	-17
CCc1ccc(CN2CCN(Cc3ccc(SC)cc3)CC2)cc1	7%	-14%	-14%	-20%	i	0.3	-1.4%	1	6%	48	43
CCOC(=O)c1c(-n2c(C)cc(C=C3C(=O)NC(=S)NC3=O)c2C)sc2c1CCCC2	0%	-3.8%	-46%	-84%	i	3.5	-2.3%	0.9	2%	78*	23*
CC(NCc1cccc(Cl)c1Cl)C(O)c1ccccc1 (stereo unspecified)	12%	-1.4%	6%	-2%	i	0.2	2.6%	1	15%	-5	5
Cc1ccccc1N1CCN(C2CCCN(C(=O)Cc3c(C)noc3C)C2)CC1 (stereo unspecified)	-8%	/	/	/	i	5.8	0.4%	/	0%	/	/

New compounds follow:
SMILES	PhoP inhibition	XIAP antagonists	PMI inhibitors	human PMI inhibitors	Myeloid diff 2	Myeloid diff 2 GFP+ MAC1+ %	RSV antiviral HEp-2	TNAP activation fold	SIAH1 antagonists	WT yeast gro inh	WT yeast gro inh mutant strain
OC1(c2ccc(F)cc2)CC2CCC(C1)N2Cc1nnnn1C1CCCC1 (stereo unspecified)	-3%	-4.8%	-4%	3%	i	2.5	3.3%	1.1	0%	-1	19
CN(C(=O)Oc1ccc([N+](=O)[O-])cc1)c1ccccc1	-7%	-0.5%	2%	2%	i	0.3	2.2%	1.2	2%	-1	10
O=[N+]([O-])c1ccccc1CNCCc1c[nH]c2ccccc12	2%	/	/	/	i	0.5	-0.7%	/	4%	/	/
C[C@H]1CC[C@@H]2N(C1)C[C@H]1[C@@H]3C[C@H]4[C@@H](CC(=O)[C@H]5C[C@@H](O)CC[C@@]54C)[C@@H]3CC[C@H]1[C@]2(C)O	-6%	/	/	/	i	0.7	0.7%	/	7%	/	/
COCCCn1c(N)c(C(=O)OC(C)COC)c2nc3ccccc3nc21 (stereo unspecified)	1%	-2.1%	4%	-3%	i	0.4	1.8%	1.1	6%	-9	3
CCCCn1c(=O)c(C(=O)Nc2ccccn2)c(O)c2ccccc21	2%	/	/	/	i	0.9	18%	/	-3%	/	/
O=C1CN=C(c2ccc(Br)cc2)c2c(sc3c2CCCC3)N1CCN1CCCCC1	5%	-1.0%	-3%	-2%	i	0.7	-0.5%	1.1	6%	40	21
NP(=O)(OCCCc1ccccc1)Oc1ccccc1Cl (stereo unspecified)	-5%	/	/	/	i	0.7	4.1%	/	1%	/	/
COc1cc(CN2CC3CC(C2)c2cccc(=O)n2C3)cc(OC)c1OC (stereo unspecified)	/	-5.5%	-1%	-14%	i	7.3	0.2%	1.1	4%	14	-2
C=CCOC(=O)C1=C(C)OC(N)=C(C#N)[C@@]12C(=O)N(CC(N)=O)c1ccccc12	6%	-3.4%	-7%	4%	i	1.7	1.5%	1.1	5%	-29	-40
CCSc1nnc(C(N)Cc2ccccc2)o1 (stereo unspecified)	10%	-5.0%	1%	-6%	i	0.8	1.6%	1.1	1%	-12	7
CC12CCCCC1=NC(c1ccc(Br)cc1)N2O (stereo unspecified)	-5%	-0.6%	-21%	-15%	i	3.9	0.9%	1.1	-1%	10	-6
CCC(=NCCO)c1c(O)n(C2CCCCC2)c(=O)[nH]c1=O	2%	-4.0%	1%	-4%	i	0.6	1.7%	1	6%	0	6
O=C1NC(=O)C(=Cc2ccc(Sc3ccccc3)o2)C(=O)N1	-8%	/	/	/	i	0.3	0.9%	/	2%	/	/
CCCCN1CCC(C#N)(Nc2ccccc2)CC1	-4%	-3.8%	-2%	6%	i	1.1	0.9%	1.1	-2%	-50	5
CC1CCC(N(C)C2CCN(C)CC2)CC1 (stereo unspecified)	3%	/	/	/	i	0.5	-0.5%	/	1%	/	/
Cn1c(O)c(C=NC2CC3CCC2(C)C3(C)C)c(=O)[nH]c1=O (stereo unspecified)	-10%	-3.7%	9%	7%	i	1.1	-0.3%	1	6%	6	-3
C=CCn1c(O)c(C(CC)=NCc2ccc3c(c2)OCO3)c(=O)[nH]c1=O	-7%	/	/	/	i	0.4	2.0%	/	5%	/	/
OC1/C(=C/c2ccccc2F)N2CCC1CC2 (stereo unspecified)	-7%	-3.8%	-20%	-18%	i	0.0	0.9%	1.1	-1%	0	2
O=C(CN1CCN(c2ccccc2F)CC1)Nc1cccnc1Cl	3%	-24%	-7%	0%	i	0.4	3.5%	1	-12%	-20	16
COc1ccc(-n2nc(C(=O)NCC(=O)N3CCC4(CC3)OCCO4)c3ccccc3c2=O)cc1Cl	-2%	/	/	/	i	3.7	1.4%	/	-2%	/	/
CC(=O)Nc1cccc([As](=O)(c2cccc(NC(C)=O)c2)c2cccc(NC(C)=O)c2)c1	-1%	/	/	/	i	0.9	0.2%	/	3%	/	/
C[N+]1(C)CCOC(O)(c2ccc(-c3ccc(C4(O)C[N+](C)(C)CCO4)cc3)cc2)C1 (stereo unspecified)	-3%	-16%	-3%	-4%	i	2.6	-2.6%	1.1	-6%	-8	-17
COc1ccccc1N1CCN(CCc2ccccc2)CC1	6%	/	/	/	i	0.8	0.3%	/	11%	/	/
Fc1ccc(Cn2nnnc2C(c2ccc(Cl)cc2)N2CC=C(c3ccc(F)cc3)CC2)cc1 (stereo unspecified)	-8%	-1.0%	16%	6%	i	0.1	19%	1.2	-9%	29	1

Assay outcomes deposited in PubChem by several laboratories.

The list is partial, so the mix of outcomes need not match the whole.
